Neddyl block – inhibitors of human cullin neddylation | P61081+Q13564 | TR-FRET cullin neddylation, biochemical | calls only at 25 µM | actives 0.58% (n = 360,000) | AID 651699; in the data active means inhibition above about 36%
FAS TE block – blocks the thioesterase domain of human fatty acid synthase | actives 0.67% (n = 360,000) | inhibition, % at 15 µM | recombinant FAS-TE, OMFH fluorogenic substrate, fluorescence endpoint | P49327;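 active means compounds whose normalised, plate-corrected inhibition of enzyme fluorescence in the single-dose primary screen is 50% or more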;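 further: 0% = DMSO with enzyme and 100% = substrate without enzyme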
Rpn11 block – blocks the human proteasome subunit Rpn11 | O00487 | human 26S proteasome, Ub4-pepOG fluorescence polarization; 20S core pre-blocked with epoxomicin | calls only at 20 µM | actives 0.59% (n = 360,000) | AID 588493;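 active means inhibition at 20 µM, scaled to each plate's controls, above about 33%, limit read from the data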
Target sequence (O00487 whole entry, looked up): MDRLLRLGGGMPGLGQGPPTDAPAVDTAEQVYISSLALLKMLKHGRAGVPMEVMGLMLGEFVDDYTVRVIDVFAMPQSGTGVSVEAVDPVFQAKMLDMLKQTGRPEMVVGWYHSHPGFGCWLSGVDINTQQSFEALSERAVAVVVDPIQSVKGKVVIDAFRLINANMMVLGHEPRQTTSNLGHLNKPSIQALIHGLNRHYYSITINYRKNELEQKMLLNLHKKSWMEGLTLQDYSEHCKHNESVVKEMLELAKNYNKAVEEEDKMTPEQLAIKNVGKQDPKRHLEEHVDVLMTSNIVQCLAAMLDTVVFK
MT1-MMP act inh – inhibitors of human MT1-MMP activation; actives 0.061% (n = 360,000); GFP/RFP ratio change, % at 20 µM; HT1080 RFP-PRO-GFP cells, GFP/RFP ratio fluorescence, overnight; percent of plate control window, DMSO zero;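 active means GFP/RFP ratio change of at least 30% with cell ATP level not reduced by more than half and red fluorescence within 50% of control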; further: strong numbers were not always called active
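Assay system: RFP-PRO-GFP reporter HT1080 cells; read-out basis: GFP/RFP fluorescence ratio; benchmarks: DMSO wells and RFP-L50D-GFP cells; doses: 20 µM single dose, 1% DMSO; schedule: overnight cell settling, then overnight compound exposure, 37 °C, 5% CO2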
Rin1 Abl inh – inhibitors of human Rin1-Abl protein interaction. P00519+Q13671. actives 0.4% (n = 360,000). TR-FRET Rin1/Abl binding, biochemical. inhibition, % at 7.35 µM. AID 588664; in the data active means inhibition above about 5%, passing the limit was not always enough
CSN deneddyl inh – CSN deneddylation inhibition. Q92905. Purified CSN, SCF-Nedd8-OG deneddylation, fluorescence polarization. inhibition, % at 12.5 µM. actives 0.38% (n = 360,000). AID 651999;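 active means pattern-corrected inhibition above about 35%, with an unprinted fluorescence ratio check between 0.5 and 1.5, limit read from the data, passing the limit was not always enough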;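 further: 0% = enzyme with substrate and 100% = substrate without enzyme; some results filed as inactive read as strong as hits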
Target sequence (Q92905 whole entry, looked up, one chain of several): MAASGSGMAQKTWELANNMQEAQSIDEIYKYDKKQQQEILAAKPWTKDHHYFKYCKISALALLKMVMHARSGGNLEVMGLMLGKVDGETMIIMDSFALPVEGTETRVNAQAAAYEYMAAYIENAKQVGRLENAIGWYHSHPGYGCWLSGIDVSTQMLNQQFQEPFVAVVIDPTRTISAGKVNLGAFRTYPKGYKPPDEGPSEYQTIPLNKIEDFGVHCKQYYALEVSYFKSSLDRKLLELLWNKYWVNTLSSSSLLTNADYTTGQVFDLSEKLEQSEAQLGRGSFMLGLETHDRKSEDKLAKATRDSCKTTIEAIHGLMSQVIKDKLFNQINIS
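Assay system: purified human Csn5 enzyme expressed in HEK293T cells; Input: 0.24 nM Csn5 enzyme, final concentration; Reagent: 10 nM SCFSkp2-Nedd8OG; Compound dosing: 12.5 µM single point; Times: reaction 90 min, room temperature; Technique: fluorescence polarization readout.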
NadD block – NadD (S. aureus) enzyme inhibition | inhibition, % at 20 µM | AID 602399 | actives 0.78% (n = 360,000) | purified NadD enzyme, colorimetric absorbance read-out; in the data active means inhibition above about 26%; further: some compounds past the cut are filed as inactive
PABP1 MLLE inh – inhibitors of microRNA-mediated deadenylation, human PABP1 MLLE binding; GST-MLLE / FITC-PAM2 fluorescence polarization; actives 0.36% (n = 360,000); inhibition, % at 20 µM; P11940; in the data active means inhibition above about 35%, passing the limit was not always enough;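 further: plate controls were DMSO wells with GST-MLLE for no effect and wells lacking GST-MLLE protein for full effect; some results filed as inactive read as strong as hits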
SKN-1 block – C. elegans SKN-1 inhibition; C. elegans VP596 Pgst-4::GFP/RFP ratio, acrylamide-induced, 24 h; inhibition, % at 21.8 µM; AID 624304; actives 0.49% (n = 360,000);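 active means interference check ratio from 0.5 to 1.5 plus GFP to RFP signal ratio inhibition reaching or exceeding a fixed threshold, cut at about 30% in these data, passing the limit was not always enough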; further: some compounds called inactive have numbers as strong as hits
Active calls of the source: *; i = inactive; · = not tested or not shown.

SMILES	Neddyl block	FAS TE block	Rpn11 block	MT1-MMP act inh	Rin1 Abl inh	CSN deneddyl inh	NadD block	PABP1 MLLE inh	SKN-1 block
CCOC(=O)C(C)(C)N(Cc1cccc(C)c1)S(=O)(=O)c1ccc(Cl)c([N+](=O)[O-])c1	i	25.8	i	-4.0	-1.2	-10.8	-1.3	-6.9	10.6
O=C(/C=C\Nc1ccc(S(=O)(=O)Nc2ncccn2)cc1)c1ccccc1	i	-3.0	i	-9.1	2.9	4.8	2.6	6.0	3.0
O=C(c1ccc(S(=O)(=O)N2CCCC2)cc1)N1CCCCC1	i	-6.0	i	0.2	-2.9	-6.6	-1.3	-8.3	-2.5
CCN1CCN(CCCNC(=O)C2CCCN(c3nnc(-n4cccc4)s3)C2)CC1 (centres undefined)	i	-5.3	i	4.6	-3.7	-0.4	-2.6	6.2	-8.0
CCCOc1ccc(C(=O)NCC(c2cccs2)N(C)C)cc1OC (centres undefined)	i	-12.5	i	-2.2	1.1	-1.0	-3.9	-9.9	-9.0
Cc1ccc(Nc2nc(N3CCOCC3)nc(N3CCOCC3)n2)cc1Cl	i	17.0	i	-9.8	2.4	0.8	1.4	-2.3	14.7
O=C(O)c1ccc(N(Cc2ccccc2)S(=O)(=O)c2ccccc2)cc1	i	-5.1	i	0.3	3.9	3.0	-4.7	-5.7	2.0
O=S(=O)(c1cc(F)ccc1F)N1CCC2(CC1)OCCO2	i	-3.2	i	-2.2	-1.5	-1.1	15.6	-8.4	11.3
COc1ccc2nc(NC(=O)CCc3cc(OC)c(OC)c(OC)c3)sc2c1	i	-1.3	i	-2.7	0.5	9.5	-1.6	2.5	12.1
COc1ccc(-c2n[nH]c(=S)n2Cc2ccco2)cc1	i	-5.5	i	2.4	-4.1	-3.8	-1.9	-5.7	-9.6
COc1ccccc1C1c2ccc3ccccc3c2Oc2ncn(CCN(C)C)c(=N)c21 (centres undefined)	i	2.1	i	-13.9	-1.2	-1.9	-10.5	7.1	-6.3
O=[N+]([O-])c1ccc2c(c1Nc1ccccc1)=NC1(CCCCC1)N=2	i	12.8	i	9.5	-9.3	-4.3	-1.0	14.1	23.5
O=c1c2ccccc2nc(/C=C/c2cccc(Br)c2)n1CCCO	i	9.5	i	-1.8	0.7	1.9	-10.2	3.9	11.2
CCC(C)(C)NC(=O)C(c1cccc(OC)c1OC)N(C(=O)CCC(=O)Nc1cc(C)on1)C(C)C (centres undefined)	i	-3.7	i	-0.4	2.9	0.6	1.0	6.7	7.6
C(=NNC1=NCCN1)c1ccnc2ccccc12	i	-2.8	i	3.1	-7.2	-1.2	-0.6	-31.8	3.8
CC(C)c1ccc(C(N)=S)cc1	i	-2.4	i	-1.0	0.3	-4.0	1.6	24.9	8.9
Nc1cc(=O)[nH]c(SCC(=O)Nc2ccc3c(c2)CCC3)n1	i	-3.2	i	-4.9	0.2	-1.5	4.0	-6.6	2.4
O=C(c1ccccc1)c1cnc(-c2ccc(Cl)cc2)s1	i	-2.2	i	-0.3	4.9	4.2	13.0	-2.0	6.1
O=C(NC1CCS(=O)(=O)C1)c1ccc2c(c1)OCO2 (centres undefined)	i	-3.6	i	-0.7	-1.0	-9.3	-0.9	7.7	-3.5
CCCN1CCN(C(=S)Nc2ccc3nc(N4CCN(CC)CC4)cc(C)c3c2)CC1	i	-2.4	i	2.5	-8.4	-4.8	-6.9	-74.5	0.6
O=C1C=C(c2ccc3ccccc3c2)C[C@@H](c2ccc(F)cc2)C1	i	33.8	i	-1.5	-1.4	-0.8	-6.2	-1.5	-10.2
O=C(/C=C/c1ccccc1)Nn1c(-c2cccs2)nc2ccccc2c1=O	i	24.8	i	4.2	-0.6	1.5	1.5	-5.0	19.5
N#Cc1ccc(NC(=O)COC(=O)CCNS(=O)(=O)c2ccccc2)cc1	i	-2.7	i	-0.9	-2.4	-5.3	-4.9	-7.2	13.8
CN(C)c1ccc(CNS(=O)(=O)c2csc(C(N)=O)c2)cc1	i	-5.9	i	5.5	1.7	-4.1	-4.7	-16.5	-13.6
CCOC(=O)c1ccccc1NC(=O)CCNC(=O)Cn1cnc2ccccc2c1=O	i	-1.2	i	-2.1	-2.1	-1.5	-5.2	11.0	3.8
COc1c(C)cc(C(=O)C2CCCN(Cc3c(C)n(C)n(-c4ccccc4)c3=O)C2)cc1C (centres undefined)	i	-2.2	i	-0.6	3.4	-7.7	-5.7	4.3	3.6
CC(=O)SC1CC(=O)N(c2c(C)cccc2C)C1=O (centres undefined)	i	-2.9	i	-0.3	-0.9	-3.3	-8.4	30.5	-0.4
COc1ccc(CN(Cc2ccc(C(=O)O)cc2)C(=S)Nc2ccccc2F)cc1OC	i	-3.8	i	-1.7	-0.3	7.0	-2.1	4.7	-3.0
Cc1ccc(S(=O)(=O)n2nnc3ccccc32)c(C)c1C	i	-2.8	i	-4.8	2.5	6.7	-0.6	-8.1	0.8
Cc1ccc(Cn2c(CCNc3nc(-c4ccc(C)cc4)cs3)nc3cc(C(=O)NCCCO)ccc32)cc1	i	-7.7	i	3.6	3.2	0.8	-0.8	-53.9	6.7
O=C(COC(=O)/C=C/c1ccc(OC(F)F)cc1)NC1CCCCCC1	i	-2.2	i	2.7	3.8	-0.3	5.7	-15.8	4.5
COc1cc(/C=N/NC(=O)C(=O)N2CCCCCC2)ccc1O	i	-5.3	i	4.9	0.3	0.8	1.0	-3.2	-4.0
CCCCNC(=O)c1ccc(NS(=O)(=O)c2ccc3[nH]c(=O)[nH]c3c2)cc1	i	-5.6	i	-0.4	-0.6	0.5	3.3	18.0	-14.5
COc1ccc(N2CCN(c3ncnc4scc(-c5ccc(F)cc5)c34)CC2)cc1	i	20.4	i	-4.2	0.4	1.6	-1.2	-16.5	-2.1
COc1ccc(CCN2C(=O)NC(NS(=O)(=O)c3ccc(N)cc3)(C(F)(F)F)C2=O)cc1OC (centres undefined)	i	-11.8	i	2.9	0.4	-5.8	-0.9	-0.7	-4.9
COc1ccc(-c2cc(=O)oc3c(C)c(OCC(=O)Nc4cccnc4)ccc23)cc1	i	7.0	i	-0.6	2.6	89.6*	6.2	-8.8	-2.4
CC(=O)c1ccc(OCC(O)CN2C(C)(C)CC(O)CC2(C)C)cc1 (centres undefined)	i	-9.6	i	-2.8	-0.3	0.0	4.3	10.8	3.2
Cc1cc(C)n(-c2cccc(Cl)c2)c(=O)c1C#N	i	-2.0	i	-0.2	-1.2	1.6	0.2	-7.7	11.0
Cc1cc(C)nc(N/N=C/C2=C(N3CCOCC3)C(=C/c3ccccc3)/CC2)n1	i	20.1	i	-18.2	0.7	-15.1	10.5	-22.4	26.0
O=C(CS(=O)(=O)c1ccccc1)N1CCN(c2ccccc2)CC1	i	-3.6	i	0.1	-0.4	5.3	-4.6	-1.5	20.0
O=C(NC1CC1)C1=C[C@H](c2coc3ccccc3c2=O)C[C@H](OCc2ccc(CO)cc2)O1	i	-11.8	i	-2.1	2.5	4.9	-3.5	-10.6	5.4
O=C(O)CC(NS(=O)(=O)c1cccc2nsnc12)c1ccc(F)cc1 (centres undefined)	i	-2.7	i	-1.2	-0.6	0.2	-3.0	-8.8	2.6
O=C1CCN(C(=O)c2ccccc2)c2ccccc21	i	-8.7	i	-1.7	-3.3	-1.8	-6.8	7.9	11.7
Cc1noc(C)c1COc1ccc(C(=O)N(C)CCOc2ccccc2)cc1	i	-2.7	i	0.6	-0.8	-2.9	-4.6	7.2	-4.0
COc1cccc(OCCNc2cc(N3CCOCC3)ccc2[N+](=O)[O-])c1	i	38.1	i	-4.3	-3.7	0.3	-5.0	28.4	-1.9
CC1CCN(S(=O)(=O)c2ccc(S(=O)(=O)N3CCCC3)cc2)CC1	i	-2.6	i	5.2	1.1	0.4	-8.3	8.1	-6.9
COc1ccccc1NC(=O)CSc1nnc(-c2ccc(C)cc2)o1	i	-3.3	i	4.5	-4.0	-3.1	-1.2	-7.3	-20.3
Cc1ccc(C)c(NC(=O)C2CC3c4ccccc4C2c2ccccc23)c1 (centres undefined)	i	-10.4	i	-4.0	0.7	-1.0	6.2	2.0	-2.3
CC(C)CCNC(=O)C(C)N(C(=O)c1snc(C(N)=O)c1N)c1cnc2ccccc2c1 (centres undefined)	i	7.3	i	3.9	3.4	2.3	-1.6	-3.9	4.2
Cc1ccc(NC(=O)Cn2c(/C=C/c3ccccc3)nc3ccccc32)cc1C	·	15.3	i	-3.9	5.3	-2.3	26.4	-15.3	13.2

Entries of single compounds from above:
Listed for `COc1cccc(OCCNc2cc(N3CCOCC3)ccc2[N+](=O)[O-])c1` : Neddyl block = i; FAS TE block = 38.1; Rpn11 block = i; MT1-MMP act inh = -4.3; Rin1 Abl inh = -3.7; CSN deneddyl inh = 0.3; NadD block = -5.0; PABP1 MLLE inh = 28.4; SKN-1 block = -1.9
Listed for `Cc1noc(C)c1COc1ccc(C(=O)N(C)CCOc2ccccc2)cc1` : Neddyl block = i; FAS TE block = -2.7; Rpn11 block = i; MT1-MMP act inh = 0.6; Rin1 Abl inh = -0.8; CSN deneddyl inh = -2.9; NadD block = -4.6; PABP1 MLLE inh = 7.2; SKN-1 block = -4.0

(next part)
SMILES	Neddyl block	FAS TE block	Rpn11 block	MT1-MMP act inh	Rin1 Abl inh	CSN deneddyl inh	NadD block	PABP1 MLLE inh	SKN-1 block
CCOC(=O)C1CCN(C(=O)CNC(=O)c2nn(-c3ccc(OC)c(Cl)c3)c(=O)c3ccccc23)CC1	i	12.3	i	1.3	-0.9	11.7	3.4	-7.0	-2.2
Cc1c(C(=O)Nc2ccc(N3CCOCC3)cc2)oc2ccccc12	i	7.6	i	2.0	-4.7	0.8	-1.7	0.1	0.1
O=C(c1ccc(Br)o1)N1CCN(c2ncccn2)CC1	i	-3.4	i	0.1	0.5	-2.8	3.7	0.3	5.4
CCC(=O)Nc1ccc(S(=O)(=O)N2CCN(c3ccc(F)cc3)CC2)cc1	i	-2.0	i	1.8	4.1	-2.1	4.0	-4.9	4.2
COc1ccc(C(=O)O/N=C(\N)c2ccc(Cl)cc2)cc1	i	3.6	i	-0.6	1.2	0.3	-10.9	9.7	-11.3
O=C(O)CCSc1nc2ccccc2n1-c1ccccc1	i	-2.3	i	5.7	-0.6	-4.0	-3.7	-97.7	14.8
COc1cccc(CNS(=O)(=O)c2cc3c(cc2C)NC(=O)CO3)c1	i	-4.3	i	0.8	-1.2	0.2	3.7	-7.5	-11.9
Cc1ccccc1NS(=O)(=O)c1nnc(NC(=O)CC(C)C)s1	i	-2.5	i	-2.6	-1.9	-3.5	-7.8	-10.9	11.4
COc1ccc(/C=N/NC(=O)c2ccccc2Cl)cc1CSc1nc2ccccc2s1	i	13.3	i	-3.1	-4.6	-0.2	11.6	-12.0	8.1
CCCC1NC(=O)c2cccnc2-n2c1nc1ccccc1c2=O (centres undefined)	i	-6.3	i	4.8	-1.3	-0.8	-2.3	10.4	-0.2
COC(=O)CSC1=C(C#N)C(c2ccc(C)cc2)C2=C(CCCC2=O)N1 (centres undefined)	i	-1.0	i	14.5	-6.8	-3.4	-0.9	-26.6	5.4
Cc1cc(C)cc(NC(=O)C(OC(=O)c2sccc2C)c2ccccc2)c1 (centres undefined)	i	26.1	i	-8.6	3.2	-1.4	3.6	3.8	11.5

Among those listed so far, 2 have bromine.
SMILES	Neddyl block	FAS TE block	Rpn11 block	MT1-MMP act inh	Rin1 Abl inh	CSN deneddyl inh	NadD block	PABP1 MLLE inh	SKN-1 block
O=c1c2ccccc2nc(/C=C/c2cccc(Br)c2)n1CCCO	i	9.5	i	-1.8	0.7	1.9	-10.2	3.9	11.2
O=C(c1ccc(Br)o1)N1CCN(c2ncccn2)CC1	i	-3.4	i	0.1	0.5	-2.8	3.7	0.3	5.4

Compound activity from PubChem.
